# HP1b binding inh – HP1-beta chromodomain-methylated histone interaction inhibition | Potency, µM (series often up to 114 µM), for the others: at the highest dose activity change, negative = inhibition, most hits filed as inhibitors | P83916 | actives 0.56% (n = 390,000) | AlphaScreen HP1-beta / biotin-H3K9me3 peptide binding; further: nearly all actives have a fitted effect of over 70% in size; inactives centre near 23
# Target sequence (P83916 whole entry, looked up): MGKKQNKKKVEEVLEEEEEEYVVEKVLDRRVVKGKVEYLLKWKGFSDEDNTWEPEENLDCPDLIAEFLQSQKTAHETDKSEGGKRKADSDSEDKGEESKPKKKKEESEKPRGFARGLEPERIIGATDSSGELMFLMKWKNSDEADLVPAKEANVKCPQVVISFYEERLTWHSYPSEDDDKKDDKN
#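 HP1-beta protein (50 nM final) preincubated 30 min at room temperature with biotinylated H3(1-18)K9me3 peptide (50 nM) in PBS pH 7.4, 0.01% Tween-20, then compound added for 30 min. AlphaScreen streptavidin donor/nickel chelate acceptor beads (10 ug/mL final), 30 min dark, luminescence read.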
# Pin1 inhibitor – inhibitors of human Pin1 | Q13526 | Pin1 FP peptide displacement, HiFluor488, 10 min | Potency, µM (top dose mostly 115 µM), without a hit: top-dose activity, negative = inhibition, most hits filed as inhibitors | actives 0.009% (n = 390,000); active means well fitted inhibition curve with a large enough effect in the polarisation, with a control signal flat, not every such curve was filed as active; inconclusive means small, poorly fitted or top-dose-only effect, or effect the other way, or a change in a side signal; inactive means no such curve, though single readings can be large or run the other way; the % refers to the polarisation; further: on the % scale 0 is the no-effect control and ±100 the full control effect
# Target sequence (Q13526 whole entry, looked up): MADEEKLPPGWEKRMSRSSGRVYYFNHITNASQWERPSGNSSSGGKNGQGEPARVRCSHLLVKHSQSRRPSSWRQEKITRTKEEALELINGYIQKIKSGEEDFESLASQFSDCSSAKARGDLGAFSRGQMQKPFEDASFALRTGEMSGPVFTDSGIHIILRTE
# JMJD2A Tudor – JMJD2A Tudor domain (human) inhibition | actives 4.4% (n = 390,000) | AlphaScreen JMJD2A-Tudor / H3K4me3 peptide binding | Potency, µM (top dose mostly 114 µM), inactives show at the highest dose activity change, negative = inhibition, actives largely listed as inhibitors; further: on the % scale 0 is the no-effect control and ±100 the full control effect; nearly all actives have a fitted effect of over 50% in size
# GLS inhibitor – glutaminase GLS (human) inhibition. O94925. GLS enzymatic activity, qHTS titration. Potency, µM (series often up to 45.5 µM), inactives show at the highest dose activity change, negative = inhibition, hits mostly inhibitors. actives 0.21% (n = 410,000). AID 624170; further: on the % scale 0 is the no-effect control and ±100 the full control effect
#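 Two-point fluorescence kinetic (t0, 30 min RT) for hKGA; glutamate detected via glutamate oxidase–HRP–Amplex Red. Substrate: 1 mM L-glutamine solution; buffer 45 mM KH2PO4, pH 8.2.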
# PGK inhibitor – blocks T. brucei phosphoglycerate kinase. actives 0.043% (n = 380,000). PGK/GAPDH coupled, Kinase-Glo luminescence, 60 min. P07378. Potency, µM (series often up to 57.5 µM), inactives show at the highest dose activity change, negative = inhibition, hits mostly inhibitors; further: on the % scale 0 is the no-effect control and ±100 the full control effect; nearly all actives have a fitted effect of over 60% in size
# Target sequence (P07378 whole entry, looked up): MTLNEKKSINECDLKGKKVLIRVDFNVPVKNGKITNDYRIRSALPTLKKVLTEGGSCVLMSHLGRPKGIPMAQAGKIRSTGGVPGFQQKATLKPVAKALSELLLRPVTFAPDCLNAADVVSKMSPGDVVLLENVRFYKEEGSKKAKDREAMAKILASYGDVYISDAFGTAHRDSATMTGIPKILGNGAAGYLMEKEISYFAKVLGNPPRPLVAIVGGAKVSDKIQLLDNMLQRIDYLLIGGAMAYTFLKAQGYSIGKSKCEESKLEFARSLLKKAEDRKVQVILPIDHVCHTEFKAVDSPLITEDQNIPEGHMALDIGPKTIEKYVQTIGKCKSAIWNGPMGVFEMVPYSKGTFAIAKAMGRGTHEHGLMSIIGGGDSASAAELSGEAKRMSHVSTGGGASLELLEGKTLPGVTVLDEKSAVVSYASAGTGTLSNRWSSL
#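 Recombinant glycosomal PGK reaction used 1,3-bisphosphoglycerate generated in-well by GAPDH (100nM final) in 100mM TEA pH 7.6, 5mM MgCl2, 0.01% Tween-20. After 60 minutes at room temperature, ATP was read by Kinase-Glo Plus luminescence end-point.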
# BLM helicase inh – Bloom syndrome helicase (human) inhibition; recombinant BLM DNA unwinding, fluorescence dequenching; actives 0.2% (n = 350,000); AID 2528; Potency, µM (series often up to 56.1 µM), for inactives: at the highest dose activity change, negative = inhibition, usual class: inhibitors; P54132;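 further: plate controls were vehicle for no effect and no enzyme for full effect; nearly all actives have a fitted effect of over 35% in size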
# POLI inh – blocks human DNA polymerase iota activity; actives 1% (n = 390,000); Q9UNA4; Potency, µM (highest dose often 115 µM), inactives show at the highest dose activity, negative = inhibition, usual class: inhibitors; Pol iota fluorescent replication assay, 10 min
#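 Pol iota at 10 nM preincubated 15 min with compounds at room temperature; reaction started with fluorescent substrate, 50 nM final. Fluorescence read kinetically at 0 and 10 min; buffer-only wells as negative control.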
# BAZ2B block – blocks human BAZ2B. Q9UIF8. AlphaScreen BAZ2B-H3K14Ac peptide displacement. Potency, µM (titrated, usually from 114 µM), inactives show at the highest dose activity change, negative = inhibition, actives largely listed as inhibitors. actives 4.4% (n = 360,000); further: on the % scale 0 is the no-effect control and ±100 the full control effect; nearly all actives have a fitted effect of over 60% in size
#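 Multi-concentration screen (max 110 uM) measuring displacement of acetylated histone H3 peptide from BAZ2B by AlphaScreen, using 50 nM protein, 50 nM peptide and 10 ug/mL streptavidin donor plus Ni-chelate acceptor beads.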
# G9a inh – blocks human histone lysine methyltransferase G9a | Q96KQ7 | actives 8.8% (n = 350,000) | Potency, µM (top dose mostly 102 µM), for inactives: at the highest dose activity, negative = inhibition, hits mostly inhibitors | G9a H3K9 monomethylation, AlphaScreen, 2 h; further: on the % scale 0 is the no-effect control and ±100 the full control effect; nearly all actives have a fitted effect of over 75% in size
# Target sequence (Q96KQ7 913-1193 limits assumed): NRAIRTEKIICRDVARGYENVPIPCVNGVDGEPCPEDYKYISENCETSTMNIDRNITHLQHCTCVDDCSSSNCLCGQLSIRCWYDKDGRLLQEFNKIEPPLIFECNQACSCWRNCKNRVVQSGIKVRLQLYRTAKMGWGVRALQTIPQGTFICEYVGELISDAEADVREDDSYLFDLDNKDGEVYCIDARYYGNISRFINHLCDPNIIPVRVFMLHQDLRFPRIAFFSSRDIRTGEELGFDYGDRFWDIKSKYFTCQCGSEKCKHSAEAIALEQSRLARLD
#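 G9a (20 nM) was preincubated 15 min with compound, then reacted 2 h at room temperature with 500 nM biotin-H3K9 peptide and 20 µM SAM. Monomethyl-H3K9 detected by AlphaScreen using anti-H3K9me1 antibody.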
# * marks the source's active call; other numbers are inactive results; i = inactive; ? = inconclusive; nt = not tested or not shown; & = joins results of further samples; [ ] = dose if it differs, or a comment. Unless noted, the call rests on the fitted dose curve; in most records, active means well fitted curve in the direction sought with a large enough effect; inconclusive means small, poorly fitted or top-dose-only effect, or another doubt; inactive means no such curve, though single readings can be large; an effect the other way counts as inactive or inconclusive. Potency means the concentration at half of the fitted maximal effect. An excerpt, so the mix of outcomes need not match the whole.
SMILES,HP1b binding inh,Pin1 inhibitor,JMJD2A Tudor,GLS inhibitor,PGK inhibitor,BLM helicase inh,POLI inh,BAZ2B block,G9a inh
Nc1cc(Cl)c2nonc2c1[N+](=O)[O-],42%[activator],13%,-13%,0%,-11%,-2%,?,13%,32µM*
c1cncc(CNCCc2ccc3c(c2)OCO3)c1,46%[activator],3%,0%,-1%,10%,3%,22%,-13%,nt
COc1ccc(-c2nc3ccccc3c(=O)n2-c2cccnc2)cc1,30%,-2%,-3%,3%,-7%,-1%,-3%,-5%,18%
O=P(OCC(F)(F)C(F)F)(N1CCCCC1)N1CCCCC1,12%,1%,-3%,6%,-3%,-2%,17%,-5%,45µM*
Cc1ccsc1C(=O)C1CCCN(Cc2cc(C(C)C)n[nH]2)C1 (stereo not drawn),?,-11%,-15%,17%,-1%,-4%,81%[activator],-11%,nt
Cc1ccc(-n2c(O)c(/C=N/NC(=O)c3ccncc3)c(=O)[nH]c2=O)cc1C,51%[activator],-10%,56µM*,-2%,-9%,0%,-30%,50µM*,?
S=C1CN=C(c2ccccc2)c2cc(Cl)ccc2N1,27%,-1%,-7%,-4%,2%,-6%,-13%,10%,-12%[59 µM]
N#CC1=C(N)Oc2n[nH]c(-c3cccs3)c2C1c1ccccc1C(=O)O (stereo not drawn),32%,-4%,-2%,10%,-8%,-6%,98%[activator],-27%,?
Cc1cc(C)cc(NC(=O)Cn2c(=O)oc3cc(S(=O)(=O)N4CC(C)CC(C)C4)ccc32)c1 (stereo not drawn),33%,16%,-28%,2%,-4%,-13%,16%,-21%,?
COc1ccc(-n2c(O)c(C(C)=NCCN3CCNCC3)c(=O)[nH]c2=O)cc1,41%[activator],1%,-6%,-3%,3%,-2%,9%,-3%,?
O=C(C/C=N\OCc1c(Cl)cccc1Cl)Oc1ccc(Cl)cc1Cl,37%,7%,8%,31%,1%,-1%,8%,-5%,?
Nc1ccc(N2CCN(Cc3ccccc3Cl)CC2)c(Cl)c1,?,7%,-8%[11.4 µM],-4%,-7%,-8%,?,45µM*,?
CCOC(=O)CC1c2ccccc2-n2nncc2CN1Cc1ccc(OC)cc1 (stereo not drawn),8%,-1%,-22%,0%,-2%,nt,-8%,nt,nt
Cc1ccc2c(c1N)C(=O)c1ccccc1C2=O,-22%,26%,?,-1%,-12%,nt,?,?,11%[0.501 µM]
CCC1CN1P(=O)(c1ccccc1)N1CC1CC (stereo not drawn),24%,-1%,-18%,4%,-5%,nt,132%[activator],nt,nt
O=c1[nH]c(=O)n(Cc2ccc(F)cc2)c(O)c1C=Nc1ccc(Cl)cc1,29%,16%,-3%,-12%,0%,-4%,5%,6%,-35%
O=c1[nH]c(SCc2n[nH]c(=S)n2-c2ccccc2)nc2ccccc12,24%,-8%,7.9µM*,6%,-1%,0%,1%,-10%,?
C[n+]1ccc(-c2cc[n+](C)cc2)cc1,19%,2%,-12%,0%,-8%,nt,2%,nt,nt
Cc1nn(C(C)(C)C)c(C)c1/C=N/OC(=O)Nc1ccc(Cl)c(Cl)c1,99%[activator],5%,3%,0%,i,-9%,9%,-1%,23%
CCc1nc2ccc(Br)cc2c(=O)n1-c1ccccc1C(F)(F)F,30%,-3%,0%,-9%,i,nt,-11%,nt,nt

# Reformatted with values under each structure: entries from further up
# Under each structure – HP1b binding inh | Pin1 inhibitor | JMJD2A Tudor | GLS inhibitor | PGK inhibitor | BLM helicase inh | POLI inh | BAZ2B block | G9a inh
Cc1ccc2c(c1N)C(=O)c1ccccc1C2=O
 : -22% | 26% | ? | -1% | -12% | nt | ? | ? | 11%[0.501 µM]
CCC1CN1P(=O)(c1ccccc1)N1CC1CC (stereo not drawn)
 : 24% | -1% | -18% | 4% | -5% | nt | 132%[activator] | nt | nt

# More results.
SMILES,HP1b binding inh,Pin1 inhibitor,JMJD2A Tudor,GLS inhibitor,PGK inhibitor,BLM helicase inh,POLI inh,BAZ2B block,G9a inh
C=C1CCN([C@@H](CC(C)C)C(=O)Nc2ccc(OC)cc2)S(=O)(=O)c2ccccc21,19%,3%,-22%,-1%,3%,nt,9%,nt,nt
COc1ccc(C(=O)NCCn2cc(SCc3ccc(C(F)(F)F)cc3)c3ccccc32)cc1OC,25%,?,-16%,6%,0%,-16%,-9%,-10%,-32%[59 µM]
COc1ccc(C(=O)OC2C[C@H]3CC[C@H](C2)N3C)cc1OC (stereo partly drawn),43%[activator],0%,-5%,-6%,i,nt,36%,11%,10%[59 µM]
Oc1cccc2cccnc12,-2%,1%,?,?,nt,0%&-8%&1%,26%,10µM*,17%[59 µM]
O=C(Nc1ccc(COc2ccccc2)cc1)Oc1ccccc1N1CCOCC1,?,-3%,-22%,?,-3%,-2%,139%[activator],-22%,-32%
CCC(=NCC1CCCO1)c1c(O)n(-c2ccccc2)c(=O)[nH]c1=O (stereo not drawn),5%,-11%,-15%,1%,i,-1%,-2%,5%,-1%[2.33 µM]
O=C([O-])c1ccc(-[n+]2c(-c3ccccc3)cc(-c3ccccc3)cc2-c2ccccc2)cc1,23%,8%,-9%,-4%,4%,nt,25%,-5%,-9%[2.33 µM]
O=c1cccc2n1CC1CC2CN(Cc2cccc(Cl)c2Cl)C1 (stereo not drawn),18%,0%,-15%,6%,13%,-2%,6%,-29%,?
COc1cccc2c1C(=O)c1c(O)c3c(c(O)c1C2=O)C[C@@](O)(C(=O)CO)C[C@@H]3O[C@H]1C[C@H](N)[C@H](OC2CCCCO2)[C@H](C)O1 (stereo partly drawn),nt,nt,nt,16µM*,nt,?,?,nt,-45%[12.7 µM]
Cc1ccc(S(=O)(=O)N(C)CCCC(=O)N2CCN(c3ccccn3)CC2)cc1,32%,4%,-24%,-7%,4%,-7%,8%,-30%,?

# The final 2 records of the section above open the next one:
SMILES,HP1b binding inh,Pin1 inhibitor,JMJD2A Tudor,GLS inhibitor,PGK inhibitor,BLM helicase inh,POLI inh,BAZ2B block,G9a inh
COc1cccc2c1C(=O)c1c(O)c3c(c(O)c1C2=O)C[C@@](O)(C(=O)CO)C[C@@H]3O[C@H]1C[C@H](N)[C@H](OC2CCCCO2)[C@H](C)O1 (stereo partly drawn),nt,nt,nt,16µM*,nt,?,?,nt,-45%[12.7 µM]
Cc1ccc(S(=O)(=O)N(C)CCCC(=O)N2CCN(c3ccccn3)CC2)cc1,32%,4%,-24%,-7%,4%,-7%,8%,-30%,?
COc1cc(CNCCc2ccc3c(c2)OCO3)ccc1O,37%,-1%,-15%,?,7%,2%,85%[activator],2%,0%[0.501 µM]
S=c1[nH]nc(-c2ccco2)n1Cc1ccccc1,-6%,-2%,7.1µM*,?,-8%,-2%,21%,-25%,?
COc1cccc(CNCCc2c[nH]c3ccccc23)c1OC,28%,-2%,3%,-13%,-8%,-9%,51%[activator],-16%,?
COc1cc2occc2c2oc(=O)ccc12,6%,-12%,-15%,1%,-2%,-2%&-4%&0%,31%,2%,?
FC(F)(F)c1ccc2c(c1)ncn2C1CCN(Cc2nnnn2C2CCCCC2)CC1,31%,-1%,-12%,-1%,5%,-4%,2%,17%,-2%[59 µM]
COC(=O)C1=C(c2ccc(OCc3ccccc3)cc2)C[C@@H]2CC[C@H]1N2C(=O)NCc1cccc(C(F)(F)F)c1,22%,16%,-15%,4%,-2%,nt,-2%,4%,-3%[0.501 µM]
O=C1NC(=S)N(c2ccc(F)cc2)C(=O)/C1=C/c1ccccc1O,31%,2%,-3%,4%,7%,0%,35%[activator],0%,-19%
COc1cccc(C(=O)Nc2ccc3nc(SCC(=O)N(C)c4ccccc4)sc3c2)c1,49%[activator],11%,-19%,3%,i,-5%,11%,-23%,-26%[59 µM]
CCC1C2Cc3ccc(O)cc3C1(CC)CCN2C (stereo not drawn),22%,-6%,-17%,32%[activator],-9%,nt,-9%,nt,nt
COc1cccc2c1C(=O)c1c(O)c3c(c(O)c1C2=O)CC(O)(C(C)=NO)CC3OC1CC(N)C(O)C(C)O1 (stereo not drawn),?,?,?,7%,-4%,nt,79µM*,nt,nt
Cc1ccccc1C(=O)Nc1sc2c(c1C(=O)O)CCC(C(C)(C)C)C2 (stereo not drawn),-1%,4%,-35%,-14%,0%,-12%,-13%,?,10µM*
CSc1ccc(C(=O)C2CCCN(Cc3ccn[nH]3)C2)cc1 (stereo not drawn),-12%,-8%,-15%,5%,i,-4%,50%[activator],-8%,-41%
COc1cc2c(cc1OC)[C@@]13CCN4CC5=CCO[C@H]6CC(=O)N2[C@H]1[C@H]6[C@H]5C[C@H]43,18%,0%,-9%,3%,1%,2%,10%,-5%,1%
CC(C)Cn1cc(C(=O)N2CCC3(CC2)OCCO3)c2c3ccccc3n(C)c2c1=O,7%,4%,-4%,-4%,0%,-5%,13%,-3%,-29%
N[C@@H](Cc1c[nH]c2ccccc12)c1nnc(SCc2ccc(F)cc2)o1,32%,0%,-17%,2%,-9%,-9%,?,-12%,nt
Cn1c(=O)n(C)c2cc(CNCCc3ccccc3F)ccc21,29%,-5%,-22%,0%,-3%,8%,16%,?,-24%[59 µM]
N#CCCn1cc(C(=O)O)c(-c2cccc([N+](=O)[O-])c2)n1,15%,0%,-14%,1%,0%,0%,78%[activator],-21%,-29%
O=C1NC(=O)N(CCc2ccc(F)cc2)C(=O)/C1=C/c1ccco1,35µM*,3%,40µM*,0%,?,-20%,13µM*,10µM*,10µM*
C[N+](C)(C)CC#CCN1CCCC1=O,0%,2%,?,-8%,-6%,-7%,-10%[58.9 µM],nt,0.63µM*
Cc1ccc2c(c1)N(CCC(=O)N1CCC3(CC1)OCCO3)C(=O)C(C)O2 (stereo not drawn),18%,-5%,-13%,-9%,-10%,-3%,7%,6%,-48%[0.0925 µM]
C/C(CC(c1ccccc1)c1c(O)c2ccccc2oc1=O)=N\NC(N)=S (stereo not drawn),-20%,-1%,1.3µM*,24%,3%,0%,3%,2%,?
Cc1ccccc1N1C(=O)CC(=O)N(c2ccccc2C)C1=O,18%,?,-5%,-3%,-10%,-3%,-17%,-2%,1%[59 µM]
CCn1c(O)c(/C=N/N2CCOCC2)c(=O)n(CC)c1=S,39%,30%,-15%,29%,6%,0%,0%,-3%,?
Cc1cc2ccccc2c(=O)n1CC(=O)NCC(=O)N1CCC2(CC1)OCCO2,26%,10%,11%,-20%,-7%,0%,89%[activator],9%,6%

# High-throughput results from PubChem.
